Cneo AK release – Cryptococcus neoformans cell lysis inducers, primary screen, AK release luminescence, single concentration. lysis activity, % at 15 µM. C. neoformans lysis, adenylate kinase release luminescence, 4 h; normalised: neutral wells 0, clomiphene wells 100. actives 0.2% (n = 360,000);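 active means mean lysis activity across replicates of at least 80%, whatever share of replicates individually reach that level; inactive means mean lysis activity below 80%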
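Assay system: log-phase C. neoformans yeast / Quantity: yeast cell density of 5 × 10^6 cells/mL / Medium: fresh YPD growth medium / Compound: single dose / Timing: static 4 h at 37 °C with compound, 1 h detection / Measured by: adenylate kinase release luminescence / Read-out: lysis from increased AK signal / Benchmarks: Clomiphene as positive lysis control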
RAD54 inh – inhibitors of human RAD54 branch migration, primary screen, biochemical, fluorescence, single point. actives 0.14% (n = 360,000). RAD54 Holliday junction branch migration, FAM/BHQ fluorescence. inhibition, % at 10.4 µM. AID 602329, 2012;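 active means mean normalized replicate activity at least 40 and at least half of replicates scoring 40 or more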;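 further: 0% = median of neutral control wells and 100% = median of positive control wells; inhibitors cause a drop in the FAM fluorescence signal; in these data hits start at about 50%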
Target sequence (Q92698 whole entry, looked up): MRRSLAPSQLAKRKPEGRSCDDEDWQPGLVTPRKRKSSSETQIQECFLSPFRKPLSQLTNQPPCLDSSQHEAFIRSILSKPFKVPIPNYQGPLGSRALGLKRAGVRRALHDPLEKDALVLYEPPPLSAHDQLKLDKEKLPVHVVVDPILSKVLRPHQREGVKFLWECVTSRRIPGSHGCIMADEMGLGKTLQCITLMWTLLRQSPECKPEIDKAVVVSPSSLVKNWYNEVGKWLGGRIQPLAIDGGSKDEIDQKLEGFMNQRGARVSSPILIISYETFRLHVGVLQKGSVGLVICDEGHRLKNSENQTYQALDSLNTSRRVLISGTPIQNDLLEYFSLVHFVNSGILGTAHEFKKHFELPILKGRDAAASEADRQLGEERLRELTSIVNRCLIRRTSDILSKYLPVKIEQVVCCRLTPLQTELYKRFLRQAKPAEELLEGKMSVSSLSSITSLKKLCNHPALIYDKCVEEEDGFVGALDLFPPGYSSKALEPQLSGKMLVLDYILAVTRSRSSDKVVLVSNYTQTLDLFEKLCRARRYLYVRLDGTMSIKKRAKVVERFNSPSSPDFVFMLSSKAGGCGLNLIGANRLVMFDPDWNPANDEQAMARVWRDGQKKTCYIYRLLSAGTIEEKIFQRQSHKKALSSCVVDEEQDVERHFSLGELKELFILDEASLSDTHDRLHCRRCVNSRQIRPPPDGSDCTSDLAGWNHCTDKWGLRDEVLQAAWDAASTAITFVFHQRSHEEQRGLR
PglD DTNB – C. jejuni PglD acetyltransferase inhibitors, primary screen, biochemical, DTNB colorimetric, single point; purified PglD enzyme, DTNB colorimetric CoA detection; inhibition, % at 12.5 µM; actives 0.098% (n = 360,000); AID 602405, 2012; in the data active means inhibition above about 16%, passing the limit was not always enough; further: strong numbers were not always called active
E-selectin induc – E-selectin induction in HUVECs, primary screen, imaging, HUVEC, immunofluorescence imaging, single point. normalized: neutral wells 0, TNF-alpha wells 100. AID 686992, 2013. actives 0.37% (n = 260,000). activation, % at 7.58 µM;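 active means mean E-selectin-positive cell signal at least 10% of the positive control, reached in at least 60% of replicates, without over 20% cell loss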;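 further: in these data hits start at about 27%; measured in HUVEC primary endothelial cells; signal is the percent of cells scored E-selectin positive by PE staining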
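Test system – human umbilical vein endothelial cells (HUVEC), E-selectin induction · Input – 3,000 HUVEC seeded per well · Buffer or medium – EGM-2, gelatin · Compound dosing – single-point compound dose · Detection – immunofluorescence imaging · Measure – percent E-selectin-positive cells · Controls – TNF-alpha high, DMSO low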
miR122 inh – miR-122 Renilla sensor signal increase in Huh7, primary screen, miR-122 inhibitor project, cell-based, single point, plate reader | Huh7 miR-122 Renilla luciferase sensor, 48 h; neutral wells = 0, positive control = 100 | activation (reporter increase), % at 12.5 µM | actives 0.3% (n = 340,000) | AID 602342, 2012;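 active means mean replicate activation score at least 90 and every replicate individually at or above 90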;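 further: higher luciferase means less miR-122 activity so hits act as miR-122 inhibitors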
RAD52 anneal inh – RAD52 DNA annealing inhibitors, primary screen, biochemical, FRET, single point, set 2 | DNA repair protein RAD52 homolog (Homo sapiens), P43351 | recombinant RAD52 DNA annealing, FRET fluorescence | inhibition, % at 18.7 µM | actives 0.46% (n = 360,000) | AID 651710, 2012;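 active means every replicate showing at least 50% inhibition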
PGC1a acetyl inh – inhibitors of PGC1a acetylation signal, primary screen, cell-based, U2OS, AlphaScreen, inhibitor mode | AlphaScreen anti-acetyl-lysine; with virally co-expressed GCN5 acetyltransferase | AID 651687, 2012 | inhibition, % at 15.6 µM | actives 0.17% (n = 350,000);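 active means every replicate shows inhibition of at least 40%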;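 further: 0% = neutral control wells and 100% = positive control wells; some results beyond the cut were filed as inactive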
ERAP1 HTS inh – human ERAP1 aminopeptidase inhibitors, primary screen, biochemical, single point, plate reader | actives 0.15% (n = 340,000) | Endoplasmic reticulum aminopeptidase 1 (Homo sapiens), Q9NZ08 | inhibition, % at 10.7 µM | AID 652197, 2013 | recombinant ERAP1, Leu-AMC fluorescence, 60 min;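 active means mean replicate inhibition of at least 30%, or all replicates individually reaching that 30% level; inactive means mean below 30% and not every replicate reaching it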;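 further: 0% = neutral control wells and 100% = L-leucinethiol positive control wells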
Numbers without * were called inactive; / = no result given; & = joins results of further samples; [ ] = dose if it differs, or a comment. An unsorted share of the library, and some 1.4% of all compounds hit somewhere here.

Start of the data: the first 4 records as a preview:
SMILES	Cneo AK release	RAD54 inh	PglD DTNB	E-selectin induc	miR122 inh	RAD52 anneal inh	PGC1a acetyl inh	ERAP1 HTS inh
CCOc1ccc(OCC(=O)OCc2cc(=O)n3cc(Br)ccc3n2)cc1	1.2	2.8	0.0	/	-4.1	4.9	6.0	0.8
Cc1[nH]c2ccc(C(=O)NCCCN3CCCCC3)cc2c1C	5.1	18.2	-3.5	/	-1.2	14.4	5.4	-4.4
Cc1ccc(S(=O)(=O)N2C[C@H]3C(=O)C[C@@H](c4ccccc4)N(S(=O)(=O)c4ccc(C)cc4)[C@H]3C[C@H]2c2cccc(C)c2)cc1	-0.4	13.1	0.6	-0.1	-3.5	3.3	-22.7	-1.0
COc1ccc(NC(=O)Nc2ccc3c(c2)C(=O)N([C@@H](C)CO)C[C@@H](C)[C@@H](CN(C)C(=O)Nc2ccccc2)OCCCC[C@@H](C)O3)cc1	-0.5	3.6	-0.5	/	-1.2[16.7 µM]	17.6	10.1	3.7

The whole of this part, from the start:
SMILES	Cneo AK release	RAD54 inh	PglD DTNB	E-selectin induc	miR122 inh	RAD52 anneal inh	PGC1a acetyl inh	ERAP1 HTS inh
CCOc1ccc(OCC(=O)OCc2cc(=O)n3cc(Br)ccc3n2)cc1	1.2	2.8	0.0	/	-4.1	4.9	6.0	0.8
Cc1[nH]c2ccc(C(=O)NCCCN3CCCCC3)cc2c1C	5.1	18.2	-3.5	/	-1.2	14.4	5.4	-4.4
Cc1ccc(S(=O)(=O)N2C[C@H]3C(=O)C[C@@H](c4ccccc4)N(S(=O)(=O)c4ccc(C)cc4)[C@H]3C[C@H]2c2cccc(C)c2)cc1	-0.4	13.1	0.6	-0.1	-3.5	3.3	-22.7	-1.0
COc1ccc(NC(=O)Nc2ccc3c(c2)C(=O)N([C@@H](C)CO)C[C@@H](C)[C@@H](CN(C)C(=O)Nc2ccccc2)OCCCC[C@@H](C)O3)cc1	-0.5	3.6	-0.5	/	-1.2[16.7 µM]	17.6	10.1	3.7
COc1cc(C)nc(NS(=O)(=O)c2ccccc2)n1	-1.4	8.0	5.4	/	20.6	/	-1.3	/
COCCCNC(=O)C1CCCN(C(=O)Nc2ccc(OC)cc2)C1 (configuration not stated)	-2.3	4.4	6.9	/	-10.2	/	-8.7	/
CCCCn1c(=O)[nH]c(=O)c2c1nc(-c1ccc(OCC)cc1)n2CC	-12.8	12.4	6.0	/	/	-10.1	/	-2.7
O=C(Cc1ccc(Cl)cc1)NCC(=O)N1CCC2(CC1)NCCc1[nH]cnc12	-10.6	-3.8	-1.1	-0.1	4.7	-1.8	-7.9	-3.4
CO[C@H]1O[C@H](CO)[C@@H](OC(=O)Nc2cccc(F)c2)[C@H](OC(=O)Nc2ccc3c(c2)OCO3)[C@@H]1OC(=O)Nc1ccc2c(c1)OCO2	-1.3	1.2	1.2	/	/	-2.7	/	-2.2
Cc1ccccc1NC(=O)CSc1nnc(NC(=O)C2CC2)s1	2.6	8.3	4.8	/	0.6	-20.4	/	-0.4
C=CCSc1nnc(Cc2c(C)[nH]c3ccccc23)o1	-3.7	6.8	1.1	1.7	-4.2	-4.9	-8.7	0.9
C[C@@H]1CN([C@@H](C)CO)C(=O)c2cccc(N(C)C)c2O[C@@H]1CN(C)Cc1ccc(Oc2ccccc2)cc1	0.2	3.7	-0.3	/	-4.3[16.7 µM]	4.4	8.4	1.1
CC(C)C(C(=O)Nc1cccnc1)N1C(=O)c2ccccc2C1=O (configuration not stated)	0.4	3.1	-0.1	/	-15.6	/	0.4	/
COc1ccccc1-c1cn(CC[C@H]2CC[C@@H](NC(=O)CCN3CCCCC3)[C@@H](CO)O2)nn1	56.9	-1.7	2.8	-0.2	/	-5.5	0.9	-2.3
Cc1csc(=Nc2ccc(S(=O)(=O)N3CCOCC3)cc2)n1Cc1ccco1	-1.9&-2.7	-9.6&-7.4	6.9&0.6	0.4	14.1&2.2	-126.9	-11.4&3.7	4.3
COc1cc(O)c(CCO)c2c1C(=O)C[C@@H](C)O2	-1.4	4.0	-4.9	/	0.4	-14.1	2.6	1.5
CN(C)CC#Cc1cncc(C(=O)NNC(=O)Nc2ccc(Cl)cc2)c1	-4.4	6.7	-7.8	0.2	4.3	-2.7	/	1.9
COc1ccc(N2CCN(C(=O)Cn3cnc4c(cnn4-c4ccc(C)cc4)c3=O)CC2)cc1	2.2	-2.6	-4.0	0.0	-6.7	-9.0	-6.2	3.9
C[C@@H]1CCCCO[C@H](CN(C)C(=O)c2ccccc2)[C@@H](C)CN([C@@H](C)CO)C(=O)c2cc(N(C)C)ccc2O1	1.7	6.0	0.8	1.1	4.0[16.7 µM]	1.6	2.3	0.2
CCCC#Cc1ccc([C@@H]2[C@@H](CO)N(C(=O)CN3CCOCC3)[C@H]2C#N)cc1	-6.8	0.8	0.9	-0.2	/	-7.4	21.6	-1.4
CC(C)(C)c1ccc(C(CC(=O)O)NC(=O)CSc2ccccc2)cc1 (configuration not stated)	7.4	0.2	1.5	/	5.4	-5.8	-17.7	4.8
CC(=O)N1CCN(c2ccc(NC(=O)c3cccc(Cl)c3)cc2)CC1	-2.3	-2.7	1.2	/	-0.4	-12.4	/	6.5
CCOC(=O)C(C)(C)N(Cc1ccccc1C)S(=O)(=O)c1ccc(Cl)c([N+](=O)[O-])c1	1.3	1.9	7.0	/	-22.0	/	41.4	/
CCN(CC(=O)NCc1cccs1)C(=O)c1ccc(NS(=O)(=O)c2cccc([N+](=O)[O-])c2)cc1	0.5	-6.5	-2.7	-0.2	/	0.4	/	1.2
O=C(c1cccc(OC(F)F)c1)N1CCN(c2ncccn2)CC1	0.5	-9.9	-0.2	/	/	-11.4	/	1.4
C#CCOc1c(Cl)cc(C2C3=C(CCCC3=O)N(CC(=O)O)C3=C2C(=O)CCC3)cc1OC	-2.0	-0.3	-6.7	/	-2.0	-24.6	-2.3	29.2
O=C(COC(=O)c1nsc(Cl)c1Cl)NC1CCCC1	8.0	-9.4	7.4	/	-3.2	-12.0	5.0	1.0
Cc1ccc(-c2noc(Cn3cc(S(=O)(=O)N4CCCC4)ccc3=O)n2)cc1	-0.9	-3.2	-5.6	-0.8	-5.8	-66.0	3.3	1.3
CCOC(=O)c1nn(-c2ccc(F)cc2)c(=O)cc1OCC(=O)Nc1ccc(OCC)cc1	-1.7	11.4	-2.6	-1.2	-0.8	-4.8	/	4.8
O=C(Cc1ccccc1)NCCC1=CCCCC1	/	/	/	/	-4.4	-2.1	3.5	3.2
Cc1cc(NC(=O)CSc2nnnn2-c2ccc(C)c(C)c2)no1	/	/	/	/	-4.2	-3.9	13.3	1.5
O=C(CCCCCNC(=O)N1CCn2c1nc1ccccc12)N[C@@H](C(=O)O)c1ccccc1	-0.2	-0.4	-2.6	/	-0.7	-5.6	2.8	/
CC(C)(C)OC(=O)COc1cc(F)ccc1[N+](=O)[O-]	-1.6	-3.1	-2.2	-0.3	1.5	0.5	9.4	-2.3
O=C(c1ccccn1)N1CC2(C1)[C@H](c1ccccc1)[C@H](CO)N2C(=O)CC1CC1	/	/	/	0.2	/	1.7	4.2	0.5
O=C(COc1ccc(/C=N/NC(=O)c2ccccc2O)cc1)Nc1ccc([N+](=O)[O-])cc1	1.3	3.9	2.4	/	0.1	-3.0	4.8	0.8
CC(=O)c1cc(C#N)c(SCC(=O)OC(C)(C)C)nc1C	-1.5	12.0	-3.2	/	4.7	/	0.3	/
NC(=O)C1CCN(c2ccnc3cc(Cl)ccc23)CC1	/	/	/	0.4	/	4.4	3.4	6.5
C[C@H](CO)N1C[C@H](C)[C@H](CN(C)C(=O)Nc2ccc(F)cc2)OCCCC[C@H](C)Oc2ccc(NC(=O)CCC(F)(F)F)cc2C1=O	2.1	-1.8	10.3	/	7.1[16.7 µM]	-44.1	8.3	1.5
CC1(C)C=C2C(=NN(c3ccccc3)C(N)=C2C#N)CO1	-0.1	-10.1	2.4	0.0	/	-27.6	/	1.1
CN(C)c1cccc(C(=O)NC2CCCc3ccccc32)c1 (configuration not stated)	-0.5	-1.6	-0.8	/	3.5	-30.5	2.8	-1.9
CCOC(=O)c1c(NC(=O)CSc2nc3ccc(OC)cc3[nH]2)sc2c1CC(C)(C)NC2(C)C	-6.8	4.2	0.6	1.5	-3.9	36.5	/	5.7
O=C(NCc1ccco1)C1CCN(Cc2ccc(F)cc2)CC1	6.5	-3.5	-9.0	/	-6.6	/	-16.0	/
Fc1ccc(-c2ccc3c(c2)C2CC3CCN2Cc2ccc3c(c2)OCO3)cc1 (configuration not stated)	-2.7	-8.0	-1.2	-0.1	-0.9	-7.8	9.2	-4.4
Cc1ccnc2c(N3C(=O)C4C5c6ccccc6C(c6ccccc65)C4C3=O)cccc12 (configuration not stated)	0.2	6.8	-2.5	/	-2.8	/	7.5	/
CCOC(=O)c1ccc(NC(=O)NC2CCN(CC(=O)NCc3ccc4c(c3)OCO4)CC2)cc1	-1.2	-4.9	-0.7	6.5	-4.5	/	-19.7	/
CCCOc1ccc(C2C(C#N)=C(N)Oc3nc[nH]c(=O)c32)cc1OC (configuration not stated)	-3.2	3.0	4.6	/	-3.6	/	/	/
O=S(=O)(c1ccc2nnn(OCc3ccccc3)c2c1)N1CCOCC1	1.7	-5.2	-3.0	0.1	-6.4	1.1	17.2	-1.1
COc1ccc(S(=O)(=O)Nc2ccc(F)cc2F)cc1C(=O)N1CCOCC1	5.1	4.7	9.4	/	/	-7.6	/	-5.4
CCOc1ccc(S(=O)(=O)n2ccnc2)c2ccccc12	-1.9	-7.1	1.4	0.1	-3.1	-67.2	-5.0	/
C[C@@H]1CCCCO[C@H](CN(C)C(=O)Nc2cccc3ccccc23)[C@@H](C)CN([C@@H](C)CO)C(=O)c2cc(NC(=O)CCCN(C)C)ccc2O1	1.3	16.0	1.7	-0.2	-4.9[16.7 µM]	38.2	9.1	-1.7
Cc1cccc(NC(=O)CN(C)S(=O)(=O)c2ccc(Cl)cc2)n1	-3.0	6.1	5.5	/	7.0	/	-13.3	/
C[C@@H]1CN([C@H](C)CO)C(=O)Cc2cc(NS(=O)(=O)c3cn(C)cn3)ccc2O[C@@H]1CN(C)CC1CC1	-1.9	-0.3	-0.7	0.0	11.5[16.7 µM]	-5.3	22.9	-2.2

Record cards, as listed above.
Results for `COc1cc(O)c(CCO)c2c1C(=O)C[C@@H](C)O2` : Cneo AK release = -1.4; RAD54 inh = 4.0; PglD DTNB = -4.9; E-selectin induc = /; miR122 inh = 0.4; RAD52 anneal inh = -14.1; PGC1a acetyl inh = 2.6; ERAP1 HTS inh = 1.5
Results for `Cc1ccccc1NC(=O)CSc1nnc(NC(=O)C2CC2)s1` : Cneo AK release = 2.6; RAD54 inh = 8.3; PglD DTNB = 4.8; E-selectin induc = /; miR122 inh = 0.6; RAD52 anneal inh = -20.4; PGC1a acetyl inh = /; ERAP1 HTS inh = -0.4
